# KCNQ1 act: potentiates or activates the human KCNQ1 potassium channel; P51787; CHO-K1 KCNQ1, thallium flux FluxOR fluorescence; hits give high values; B-score at 10 µM; hit rate 0.35% among 310,000;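 active = fluorescence ratio B-score, a plate-corrected score, at least three library SD, with initial intensity B-score within 5 SD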
#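 Doses: Single concentration per compound, DMSO matched to controls | Test system: KCNQ1-transfected CHO-K1 cells | Timing: 90 min dye loading and 20 min compound exposure, both at room temperature | Measured by: Kinetic FluxOR thallium fluorescence, 10-s 1-Hz baseline, 110-s post-stimulus read | Medium: Assay buffer with matched DMSO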
# MrgX1 ag: agonists of human MrgX1 receptor | Q96LB2 | MrgX1-HEK293 cells, Fluo-4 calcium fluorescence, agonist mode; hits give high values | B-score at 10 µM | hit rate 0.44% among 310,000 | AID 588627;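 active = calcium response B-score plate-corrected fluorescence ratio at least 3 library SD, with starting fluorescence B-score inside 5 SD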
# Target sequence (Q96LB2 whole entry, looked up): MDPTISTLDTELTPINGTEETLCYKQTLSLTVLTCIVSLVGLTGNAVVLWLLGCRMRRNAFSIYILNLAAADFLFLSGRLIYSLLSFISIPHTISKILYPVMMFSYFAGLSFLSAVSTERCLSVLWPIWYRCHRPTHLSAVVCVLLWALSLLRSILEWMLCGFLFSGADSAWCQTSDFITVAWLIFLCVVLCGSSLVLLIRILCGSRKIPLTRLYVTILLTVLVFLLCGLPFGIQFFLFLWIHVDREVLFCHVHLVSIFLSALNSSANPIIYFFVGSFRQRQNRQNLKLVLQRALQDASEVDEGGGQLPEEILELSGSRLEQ
#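 Test system: HEK293 cells stably expressing human MrgX1 receptor; amount: 15,000 cells per well; doses: compound delivered in addition one of three; times: overnight plating before 1 h dye loading; detection: Fluo-4 NW calcium-flux fluorescence, kinetic read; read-out basis: B-scored fluorescence response ratio; controls: positive and negative controls per plate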
# KCNK9 inh: blocks the human KCNK9 two-pore domain potassium channel | Q9NPC2 | HEK293 KCNK9, FluxOR thallium flux fluorescence; hits give low values | B-score at 10 µM | hit rate 1.2% among 310,000;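 active = ratio B-score over 3 SD below the library mean, with starting fluorescence within 5 SD of its mean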;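 note: negative B-score means less thallium flux so channel inhibition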
# Target sequence (Q9NPC2 whole entry, looked up, the tested form may be a part): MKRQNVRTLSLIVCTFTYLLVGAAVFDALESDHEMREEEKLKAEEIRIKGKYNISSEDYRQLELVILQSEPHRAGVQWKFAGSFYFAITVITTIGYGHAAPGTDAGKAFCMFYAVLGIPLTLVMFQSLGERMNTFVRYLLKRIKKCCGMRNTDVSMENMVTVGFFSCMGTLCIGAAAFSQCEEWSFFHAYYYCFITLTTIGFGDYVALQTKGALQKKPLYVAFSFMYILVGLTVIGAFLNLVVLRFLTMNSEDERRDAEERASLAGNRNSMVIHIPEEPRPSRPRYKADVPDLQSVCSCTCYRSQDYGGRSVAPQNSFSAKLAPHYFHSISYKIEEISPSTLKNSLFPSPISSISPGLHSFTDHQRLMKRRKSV
# hERG protect: shields human hERG channel from block by proarrhythmic agents | CHO-hERG, FluxOR thallium flux, dofetilide IC70 present | activation (rescue from dofetilide block), less the hit threshold, % at 10 µM | hit rate 0.51% among 310,000 | AID 1511;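 active = activation above the mean of controls blocked by dofetilide plus 5 SD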;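 note: thallium influx through hERG after potassium depolarization seen as dye fluorescence rise; in these data hits start at about 4.7%; inactives centre near -7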
# RGS4 pot: RGS4 potentiation or activation. HEK293 M3R/inducible RGS4, carbachol calcium flux Fluo4; hits give low values. B-score at 10 µM. hit rate 0.92% among 310,000;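 active = B-score of the integrated calcium signal more than 4 SD below the library mean, with starting fluorescence not abnormally high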;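 note: negative B-score means reduced calcium response which marks RGS4 activation or potentiation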
#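 Assay system: Inducible-RGS4 HEK293 cells carrying M3 receptor | Schedule: Compound preincubation 20 min at room temperature before agonist | Signal: Kinetic calcium fluorescence imaging with Fluo4-AM dye, 2 µM | Read-out basis: B score from integrated fluorescence ratio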
# ANO1 activ: mouse TMEM16A channel activation, primary screen. Q8BHY3. hit rate 0.3% among 340,000. HEK293 TMEM16A/YFP-H148Q/I152L, iodide quench fluorescence; hits give low values. B-score at 10 µM;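 active = fluorescence-ratio B-score plate-corrected deviation score at least 3 library SD below zero, with starting fluorescence score within 5 deviations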;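 note: channel opened by trigger with iodide after compound preincubation; score built on the fluorescence ratio of max minus min over baseline; more negative score means more quench and so TMEM16A activation or potentiation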
# RGS4 block: human RGS4 inhibition | HEK293 M3R/RGS4 inducible, Fluo-4 calcium flux; hits give high values; triggered by carbachol at its EC20 | P49798 | hit rate 0.45% among 310,000 | B-score at 10 µM;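 active = B-score, a plate-corrected calcium signal, over three deviations above library mean, with baseline fluorescence within five deviations of library mean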;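 note: RGS4 expression induced by doxycycline in cells with stable M3 receptor; B-score is computed from the integrated fluorescence ratio over baseline after carbachol; higher B-score means a larger calcium signal and so more RGS4 inhibition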
# KCNQ1 inh: blocks the human KCNQ1 potassium channel. P51787. CHO-K1 KCNQ1, FluxOR thallium flux fluorescence; hits give high values. B-score at 10 µM. hit rate 1.3% among 310,000. AID 2642;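 active = compounds whose thallium flux B-score, printed positive for inhibition, exceeds three library SD while starting fluorescence stays within three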;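 note: channel opened by potassium depolarization with thallium stimulus after 20 min compound exposure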
# KCNK3 block: human KCNK3 channel inhibition, primary screen; O14649; CHO-KCNK3 thallium flux, FluxOR fluorescence; hits give low values; B-score at 10 µM; hit rate 0.84% among 340,000; AID 602410;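 active = B-score under library mean minus 4 SD, starting fluorescence ratio at most library mean plus 5 SD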;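 note: more negative B-score means stronger inhibition of thallium flux through KCNK3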
# Target sequence (O14649 whole entry, looked up): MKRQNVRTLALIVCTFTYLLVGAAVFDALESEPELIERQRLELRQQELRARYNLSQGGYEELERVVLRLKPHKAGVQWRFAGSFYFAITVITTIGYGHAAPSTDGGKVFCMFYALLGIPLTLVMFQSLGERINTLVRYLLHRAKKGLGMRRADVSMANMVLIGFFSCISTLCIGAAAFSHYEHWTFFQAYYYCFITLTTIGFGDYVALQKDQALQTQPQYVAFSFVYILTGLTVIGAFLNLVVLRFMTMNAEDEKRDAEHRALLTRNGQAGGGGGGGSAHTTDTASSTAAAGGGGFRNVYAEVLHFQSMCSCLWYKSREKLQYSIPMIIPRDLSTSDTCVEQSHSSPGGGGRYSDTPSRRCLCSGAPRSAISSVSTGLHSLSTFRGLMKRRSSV
# TMEM16A inh: blocks the mouse calcium-activated chloride channel TMEM16A; Q8BHY3; HEK293 TMEM16A/YFP iodide influx fluorescence, ionomycin; normalized B-score (activity score, 25-100; higher = stronger inhibition) at 10 µM; hit rate 1.2% among 310,000; AID 588511;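 active = ratio plate-corrected score three or more library SD toward inhibition, starting fluorescence score within five deviations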;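 note: score derived from kinetic fluorescence span divided by baseline fluorescence per well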
# MrgX1 PAM: allosterically activates human MrgX1 receptor signaling; Q96LB2; MrgX1-HEK293, Fluo-4 calcium flux, FDSS; hits give high values; B-score at 10 µM; hit rate 0.63% among 310,000;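 active = plate-corrected calcium response at least 3 library SD above typical, normal starting fluorescence, not activating the receptor alone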;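 note: compound read alongside a low EC10 to EC30 dose of BAM8-22 agonist; peak minus trough fluorescence over baseline measured at the second addition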
# An asterisk follows results filed as active; i = inactive; . = no result given.
SMILES,KCNQ1 act,MrgX1 ag,KCNK9 inh,hERG protect,RGS4 pot,ANO1 activ,RGS4 block,KCNQ1 inh,KCNK3 block,TMEM16A inh,MrgX1 PAM
O=c1oc2ccc3ccccc3c2c2c1SC(C(F)(F)F)C2 (stereo not drawn),i,i,i,-8.6,i,i,i,i,i,i,i
CN(C(=O)C1CCC(=O)N(C2CC2)C1)C1CCCCC1 (stereo not drawn),i,i,i,-7.7,i,i,i,i,i,i,i
O=C(c1ccc2c(=O)n(C3CCCC3)c(=S)[nH]c2c1)N1CCCCCC1,i,i,i,-15.9,i,i,i,i,i,i,i
CCOc1ccc(OCc2ccc(C(=O)Nc3cccnc3)o2)cc1,i,i,i,-3.3,i,i,i,i,i,i,i
CCCn1c(SCC(=O)N2CCN(C(C)=O)CC2)nc2sc3c(c2c1=O)CCC3,16*,i,i,24.7*,i,i,i,i,i,i,i
Cc1ccccc1NC(=O)CSc1nc2scc(C)c2c(=O)[nH]1,i,i,i,-4.6,i,i,i,i,i,i,i
Cc1ccc(NC(=O)n2ncc3c(C)cccc32)c(C)c1,i,i,i,-4.1,i,i,i,i,i,i,i
O=C(COC(=O)c1ccncc1)NC(=O)C1CCCCC1,i,i,i,-11.5,i,i,i,i,i,i,i
Cc1onc(-c2c(Cl)cccc2Cl)c1NC(=O)N(C)N,i,i,i,-8.6,i,i,i,i,i,i,i
O=C(NO)c1ccc(C(=O)N(C2CCCCC2)C2CCCCC2)cc1,i,i,i,-13.0,i,i,i,i,i,i,i
Cc1cc(C)n2ncc(C(=O)Nc3ccc(Cl)c(Cl)c3)c2n1,i,i,i,-11.1,i,i,i,i,i,i,i
CCOc1ccc(-n2c(=S)sc3c(=O)n(-c4ccccc4)c(SC)nc32)cc1,8*,i,i,-3.1,i,i,i,i,i,i,i
Cc1ccc(S(=O)(=O)NCc2cn3c(C)csc3n2)cc1,i,i,i,-5.5,i,i,i,i,i,i,i
CN1CCN(c2ccc(NC(=O)c3ccc([N+](=O)[O-])o3)cc2Cl)CC1,i,i,i,-5.6,i,i,i,i,i,i,i
O=C(Nc1sc2c(c1-c1nc3ccccc3[nH]1)CCCC2)C1CCCC1,i,i,i,-7.2,i,i,i,i,i,i,i
Nc1[nH]n(-c2ccccc2)c(=O)c1N=Nc1ccc2ncsc2c1,i,i,i,-15.4,i,i,i,i,i,i,i
COc1ccc(N(C=O)C(=S)SC)cc1,i,i,i,0.5,i,i,i,i,i,i,i
CCOC(=O)COC(=O)c1ccc(Oc2cc(C)nc(SC)n2)cc1,i,i,i,-4.2,i,i,i,i,i,i,i
OC1(c2ccc(Cl)cc2)CCN(Cc2cn[nH]c2-c2ccc(F)cc2)CC1,i,i,i,-8.0,i,i,i,i,i,i,i
COc1cccc(C(=O)NC(=S)Nc2ccccc2N2CCCCC2)c1,i,i,i,-8.1,i,i,i,i,i,i,i
CC(C)(C)NC(=O)C1CCC(C)(C(=O)O)C1(C)C (stereo not drawn),i,i,i,-9.6,i,i,i,i,i,i,i
CC1=C(C(=O)Nc2ccccc2)C(c2ccco2)C(C#N)=C(SCC(=O)OC(C)C)N1 (stereo not drawn),i,i,i,-24.6,i,i,i,i,-9.83*,i,i
O=C(CSc1ccccc1C(=O)O)c1ccc([N+](=O)[O-])cc1,i,i,i,-9.6,i,i,i,i,i,i,i
CNC(=S)N(Cc1cc2ccc(OC)cc2[nH]c1=O)CC1CCCO1 (stereo not drawn),i,i,i,-8.4,i,i,i,i,i,i,i
CC(=O)OC(C)(CCC(C)(OC(C)=O)C(C)=O)C(C)=O (stereo not drawn),i,.,i,-2.9,i,i,i,i,i,.,.
Cc1ccc(-n2ccc(=O)c(C(=O)Nc3ccc(S(=O)(=O)N4CCOCC4)cc3)n2)cc1,i,i,i,-6.3,i,i,i,i,i,i,i
NC(=O)c1sc2nc(-c3ccccc3)ccc2c1N,i,i,i,-5.7,i,i,i,i,i,i,i
CNC(=O)CN(c1cc(C)ccc1C)S(C)(=O)=O,i,i,i,-7.9,i,i,i,i,i,i,i
Cc1sc2ncn(CC(=O)N3CCC(C(N)=O)CC3)c(=O)c2c1S(=O)(=O)N1CC(C)CC(C)C1 (stereo not drawn),i,i,i,-3.8,i,i,i,i,i,i,i
O=C(NCc1ccccc1)C12CN(Cc3ccccc3)CC1C(c1cccc([N+](=O)[O-])c1)=NO2 (stereo not drawn),i,i,i,-12.9,i,i,i,i,i,i,i
O=C(COC(=O)c1ccccc1[N+](=O)[O-])NNC(=O)c1cccs1,i,i,i,-8.0,i,i,i,i,i,i,i
Cc1ccc(N(CC(=O)NCC2CCCO2)C(=O)CCC(=O)Nc2ccccn2)cc1C (stereo not drawn),i,i,i,-4.8,i,i,i,i,i,i,i
COc1ccc2nc(SCc3cccnc3)c(C#N)cc2c1,i,i,i,-2.3,i,i,i,i,i,i,i
Cc1cc([N+](=O)[O-])c(C)cc1-c1ccc(/C=N/NC(=O)Cn2nnnc2N)o1,i,i,i,-0.5,i,i,i,i,i,i,i
COc1cccc(OC)c1C(=O)NC(=S)Nc1cccc(NC(=O)c2ccco2)c1,i,i,i,-3.9,i,i,i,i,i,i,i
Cc1nn(-c2ccccc2)c(C)c1C(=O)OCC(=O)N1c2ccccc2NC(=O)C1(C)C,i,i,i,-26.6,i,i,i,i,i,i,i
COc1ccc2c(c1OC)C(=O)N(c1cccc(NC(C)=O)c1)C2,i,26.9*,i,-3.1,i,i,i,i,i,i,i
COc1ccc(C(=O)C2CCCN(C(=O)c3cc(C(C)C)no3)C2)cc1F (stereo not drawn),i,i,i,-5.2,i,i,i,i,i,i,i
O=C(CC1NCCNC1=O)Nc1ccc([N+](=O)[O-])cc1 (stereo not drawn),i,i,i,-4.1,i,i,i,i,i,i,i
CCc1ccc(N(CC(=O)NCc2ccc(OC)cc2)C(=O)CCC(=O)Nc2ccccn2)cc1,i,i,i,-1.6,i,i,i,i,i,i,i
COc1ccccc1CN1C(=O)CN(C2CCCC2)C(=O)C1c1ccc(F)cc1 (stereo not drawn),i,i,i,-13.5,i,i,i,i,i,i,i
O=C(CNC(=O)CNC(=O)c1ccc(Cl)cc1Cl)NCc1cccc(Cl)c1,i,i,i,-2.1,i,i,i,i,i,i,i
O=[N+]([O-])/C=C/c1c(OCc2ccccc2)ccc2ccccc12,i,i,-11.1*,2.3,i,i,13.1*,i,i,i,i
Cc1cc2ncn(CC(O)COC3CCCCC3)c2cc1C (stereo not drawn),i,i,i,-5.9,i,i,i,i,i,i,i
COc1ccc(N(C(=O)c2csnn2)C(C(=O)NC2CCCC2)c2cccs2)cc1 (stereo not drawn),i,i,i,-6.8,i,i,i,i,i,i,i
CC(=O)N1CCN(Cc2nc3cc(NC(=O)COc4cccc(C)c4)ccc3n2C)CC1,i,i,i,-5.2,i,i,i,i,i,i,i
Cc1ccc(S(=O)(=O)Nc2c(C)nc3nc(C)[nH]n3c2=O)cc1,i,i,i,-1.9,i,i,i,i,i,i,i
CCOC(=O)CCn1c(CC(=O)OCC)nc2ccccc21,i,i,i,-10.4,i,i,i,i,i,i,i
COc1ccccc1CN(Cc1cccnc1)S(=O)(=O)c1ccc(-n2cnnn2)c(OC)c1,i,i,i,-11.2,i,i,i,i,i,i,i
CC(C)(C)c1cc(CN2CCN(CCO)CC2)cc(C(C)(C)C)c1O,i,i,i,-9.7,i,i,i,i,i,i,i
C=CCNC(=O)CCNS(=O)(=O)c1ccc(Br)cc1,i,i,i,-7.9,i,i,i,i,i,i,i
COc1ccccc1CNC(=O)C1CCN(S(=O)(=O)c2ccc3c(c2)CC(C)N3C(=O)C2CC2)CC1 (stereo not drawn),i,i,i,-6.7,i,i,i,i,i,i,i
CC(C)CCN1CCNC(=O)C1CC(=O)N(C)CCCN1CCOCC1 (stereo not drawn),i,i,i,-4.3,i,i,i,i,i,i,i
O=C(CNC(=O)C12CC3CC(CC(C3)C1)C2)NC1=NCCS1,i,i,i,-4.8,i,i,i,i,i,i,i
O=C(CCNC(=O)c1ccc(Cl)cc1)NCC(c1ccco1)N1CCCCC1 (stereo not drawn),i,i,i,-8.0,i,i,i,i,i,i,i
Cc1cc(C)c(C#N)c(SCCS(=O)(=O)Cc2ccccc2)n1,i,i,i,-6.4,i,i,i,i,i,i,i
OC1c2cc(Br)ccc2N=C2CCCN21 (stereo not drawn),i,i,i,-8.3,i,i,i,i,i,i,i
Cc1cc(C)c2cc(C=O)c(Cl)nc2c1,i,i,i,-0.8,i,i,i,i,i,i,i
COc1ccc(C(=O)Nc2nnc(SCC(=O)NCc3ccco3)s2)cc1OC,i,i,i,-7.2,i,i,i,i,i,i,i
O=[N+]([O-])c1cc([N+](=O)[O-])c(Oc2c(F)cccc2F)cc1NN1CCCCC1,i,i,i,-6.1,i,i,i,i,i,i,i

# More entries
SMILES,KCNQ1 act,MrgX1 ag,KCNK9 inh,hERG protect,RGS4 pot,ANO1 activ,RGS4 block,KCNQ1 inh,KCNK3 block,TMEM16A inh,MrgX1 PAM
C=CCN1C(=O)c2ccc(C(=O)OCC(=O)N3CCN(c4ccccc4)CC3)cc2C1=O,i,i,i,-17.5,i,i,i,i,i,i,i
CC(C)(C)N=C1C([N+](=O)[O-])=CC=C2C1=NC1(CCCCC1)N2O,i,i,i,-2.1,i,i,i,i,i,i,i
CCCCCCN(C(=O)CCCCCN1C(=O)NC(c2ccc(-c3ccccc3)cc2)C(C(=O)OCc2ccccc2)=C1C)C(C(=O)NCCCC)c1ccc(O)c(C(=O)OC)c1 (stereo not drawn),i,.,i,-1.7,i,.,i,i,.,.,.
Cn1cc([N+](=O)[O-])c(C(=O)N/N=C/c2ccc([N+](=O)[O-])cc2)n1,i,i,i,-3.5,i,i,i,i,i,i,i
O=C(/C=C/c1ccc(F)cc1)NCc1cccs1,i,i,i,-5.7,i,i,i,i,i,i,i
COc1ccc(OC)c(CN2CCN(Cc3cccc4ccccc34)CC2)c1,i,i,i,-19.5,i,i,i,i,i,i,i

# Screening data from PubChem.
